# From PubChem
# CXCR6 inh = inhibitors of human CXCR6 receptor; O00574; CHO-K1 PathHunter CXCR6 beta-arrestin, luminescence; inhibition, % at 20 µM; hit rate 0.36% among 360,000; in the data active means inhibition above about 34%, passing the limit was not always enough;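 further: antagonist mode with CXCL16 agonist at 10 nM final; 0% = 10 nM CXCL16 with DMSO and 100% = unstimulated wells without agonist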
# Target sequence (O00574 whole entry, looked up): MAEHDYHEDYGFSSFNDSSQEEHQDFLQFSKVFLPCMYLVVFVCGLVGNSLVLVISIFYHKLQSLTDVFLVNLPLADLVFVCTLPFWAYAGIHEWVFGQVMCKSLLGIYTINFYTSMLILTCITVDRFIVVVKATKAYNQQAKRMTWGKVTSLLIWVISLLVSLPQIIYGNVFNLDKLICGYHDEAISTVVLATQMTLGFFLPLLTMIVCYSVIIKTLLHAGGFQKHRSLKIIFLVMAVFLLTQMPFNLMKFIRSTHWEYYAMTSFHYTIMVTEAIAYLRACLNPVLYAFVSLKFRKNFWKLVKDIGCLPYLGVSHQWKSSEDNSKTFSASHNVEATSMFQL
# MPTP inh = blocks calcium-induced mitochondrial swelling. isolated mouse mitochondria, Ca2+ swelling absorbance, 30 min. inhibition, % at 10 µM. AID 602449. hit rate 1.4% among 360,000;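 active means inhibition of 50% or more, scaled per plate between neutral and stimulator controls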;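 further: 0% = DMSO wells given calcium and 100% = 1 mM EGTA wells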
# GRIN3A LBD mod = modulates the human NR3A ligand-binding domain | NR3A LBD differential scanning fluorimetry, Tm shift; 0% = protein alone, 100% = glycine-bound protein | Tm shift relative to glycine control, % at 25 µM | hit rate 2.5% among 340,000 | AID 1259313;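 active means melting temperature shift of at least 10% of the positive control shift, at one fixed dose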
# CCR6 antag = CCR6 (human) receptor antagonism; P51684; CHO-K1 CCR6 PathHunter beta-arrestin, luminescence, CCL20-stimulated; inhibition, % at 20 µM; hit rate 0.49% among 340,000; AID 493098;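 active means compounds whose inhibition of the agonist-driven luminescence signal at 20 µM reaches about 50%, limit read from the data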;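 further: cells stimulated with CCL20 at 14 nM final; plate controls were DMSO with CCL20 for no effect and DMSO without agonist for full effect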
# Target sequence (P51684 whole entry, looked up): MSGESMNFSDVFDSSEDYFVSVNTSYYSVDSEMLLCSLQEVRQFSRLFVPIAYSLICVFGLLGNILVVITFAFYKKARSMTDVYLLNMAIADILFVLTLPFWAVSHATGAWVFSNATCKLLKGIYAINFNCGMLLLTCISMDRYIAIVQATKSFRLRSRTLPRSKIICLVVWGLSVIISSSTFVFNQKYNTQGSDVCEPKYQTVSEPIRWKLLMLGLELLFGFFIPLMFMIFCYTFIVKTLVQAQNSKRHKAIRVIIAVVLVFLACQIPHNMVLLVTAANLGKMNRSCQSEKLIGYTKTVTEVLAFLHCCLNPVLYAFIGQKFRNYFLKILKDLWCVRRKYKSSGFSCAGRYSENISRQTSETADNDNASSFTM
# EBI2 antag = blocks human EBI2 receptor beta-arrestin signaling; P32249; EBI2 beta-arrestin recruitment, luminescence, 7a,25-OHC stimulated; inhibition, % at 5 µM; hit rate 0.81% among 360,000; AID 651636; in the data active means inhibition above about 38%;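 further: enzyme fragment complementation signal reports receptor beta-arrestin coupling in cells; 0% = agonist plus DMSO wells and 100% = wells without agonist; some results beyond the cut were filed as inactive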
# A3G deaminase = inhibitors of human APOBEC3G DNA deaminase; Q9HC16; recombinant A3G, ssDNA deamination FAM/TAMRA fluorescence; inhibition, % at 20 µM; hit rate 0.28% among 330,000;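 active means inhibition of at least 40% at 20 µM, with no more than 30% in the related APOBEC3A deaminase screen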;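 further: plate controls were DMSO wells with A3G for no effect and wells lacking A3G enzyme for full effect; some compounds called inactive have numbers as strong as hits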
# APOBEC3A inh = blocks human APOBEC3A ssDNA deamination; AID 493011; inhibition, % at 20 µM; recombinant A3A, FAM/TAMRA ssDNA deamination fluorescence; hit rate 0.41% among 330,000;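 active means at least 40% inhibition at 20 µM here, with at most 30% in a related deaminase screen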;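 further: plate controls were A3A with DMSO for no effect and wells lacking A3A enzyme for full effect; some results filed as inactive read as strong as hits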
# Target sequence (P31941 whole entry, looked up): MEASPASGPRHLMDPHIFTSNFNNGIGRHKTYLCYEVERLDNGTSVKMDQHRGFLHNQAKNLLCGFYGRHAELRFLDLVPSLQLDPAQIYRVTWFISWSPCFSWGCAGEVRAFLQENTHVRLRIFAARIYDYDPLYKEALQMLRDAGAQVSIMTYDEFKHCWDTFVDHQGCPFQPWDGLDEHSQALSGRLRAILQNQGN
# Gli-Sufu antag = antagonists of Gli-Sufu signaling; Sufu-KO-LIGHT fibroblasts, Gli luciferase reporter luminescence; inhibition, % at 5 µM; hit rate 0.74% among 340,000;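 active means inhibition above about 55%, limit read from the data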;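 further: 0% = DMSO-treated cells and 100% = wells with medium but no cells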
# * marks the source's active call; other numbers are inactive results; / = no result given.
SMILES,CXCR6 inh,MPTP inh,GRIN3A LBD mod,CCR6 antag,EBI2 antag,A3G deaminase,APOBEC3A inh,Gli-Sufu antag
Cc1ccc(-c2noc(CNC(=O)COc3ccccc3C)n2)cc1,6.3,0.9,-1.7,-19.0,-0.7,-4.7,-0.3,8.2
CC(NC(=O)C1CCCN1S(=O)(=O)c1cccc2cccnc12)c1ccccc1 (centres undefined),-2.1,-2.3,-2.7,-1.3,-6.6,-5.3,-0.1,12.9
C/C(=N\NC(=O)CSCc1ccc([N+](=O)[O-])cc1)c1ccccc1,-4.0,-0.1,1.3,13.4,-5.5,-6.8,1.9,4.2
CC(=O)Nc1ccc(C(=S)NCC2(N(C)C)CCCCC2)cc1,-8.3,0.1,-1.6,9.8,-2.0,19.0,5.8,-12.6
COc1ccc(N(CC(=O)NCCSCc2ccccc2C)S(=O)(=O)c2ccccc2)cc1,3.9,0.3,-5.3,-8.6,10.7,0.1,0.8,19.1
CCn1c(N2CCN(CC(=O)Nc3cccc(C)c3C)CC2)nc2ccccc21,9.3,0.0,-2.2,1.7,2.8,-7.6,-3.4,18.1
C/C(=N\N=C(N)N)c1ccc(Cl)cc1,-7.2,2.0,-8.0,-5.2,-14.0,-1.7,-0.7,8.3
Cc1ccc(C(=O)NCC(=O)NCC(c2cccs2)N2CCOCC2)cc1 (centres undefined),7.0,-1.2,-0.2,-6.0,-2.8,-7.2,1.1,-6.7
COc1ccc(Cl)cc1C(=O)Nc1ccncc1,-10.5,-1.4,1.4,5.3,-0.9,-5.4,-6.7,-11.5
Cc1oc(-c2cccc3ccccc23)nc1CN1CCN(c2ncnc3ccccc23)CC1,-7.8,6.2,-3.4,0.0,7.0,-4.7,-0.7,13.6
Cc1oc2cc([N+](=O)[O-])c(O)c([N+](=O)[O-])c2c1C(=O)c1ccc(Br)cc1,25.7,74.4*,-32.0,39.6,11.3,-2.2,10.0,1.7
Cc1ccccc1-c1nnc(CN2CCN(C(=O)c3ccco3)CC2)o1,-1.6,0.2,2.6,5.8,-11.0,6.1,-1.7,1.8
S=C(Nc1ccc(Oc2ccccc2)cc1)NC1CCCCC1,-4.2,80.1*,4.8,9.8,-5.6,-4.1,-4.3,1.2
CCCCNC(=O)c1cc2cc(CC)ccc2[nH]1,-7.5,9.1,-1.1,14.0,4.1,-6.6,-2.2,-22.2
CC(=O)c1c(C)[nH]c(C(=O)OCC(=O)N(C)C)c1C,8.6,-0.7,1.4,0.0,-21.5,-7.7,2.2,-6.7
Cc1cc(C(F)(F)F)nn1CC(=O)N(C)c1ccccc1,-8.4,-0.3,-0.1,-2.6,-1.5,-3.9,-0.6,-10.4
COCCn1c(SC)nnc1-c1c[nH]c2ccccc12,-2.3,-0.7,1.3,-4.4,-5.2,-2.4,-2.4,-1.8
CS(=O)(=O)Nc1ccccc1C(=O)NCCSc1ccccc1,0.7,-1.1,0.5,2.1,-2.7,-2.6,2.1,26.1
O=C(O)c1ccc(N2C(=O)CSC2=S)cc1,11.5,1.7,-3.7,-2.0,-3.1,5.5,0.5,2.6
O=C(CCn1c(=O)[nH]c2ccccc2c1=O)NCCCN1CCN(c2cccc(Cl)c2)CC1,-8.5,1.5,0.5,-17.5,6.5,-1.7,-3.0,-13.5
COc1cccc(-c2cc(C(F)(F)F)n3ncc(S(=O)(=O)c4ccccc4)c3n2)c1,-10.2,5.4,5.3,-8.8,-3.6,3.2,1.3,7.0
CN(CC(=O)Nc1ccc(Cl)cc1)C1CCCCC1,5.4,0.7,-1.4,-3.4,2.7,15.8,0.5,/
Cn1c(NNC(=O)C(c2ccccc2)c2ccccc2)cc(=O)n(C)c1=O,3.4,0.0,2.1,15.8,1.9,-3.1,0.4,-5.1
Cc1ccc(C(=O)NNC(=O)CCN2C(=O)C3CCCCC3C2=O)cc1 (centres undefined),-11.9,-1.8,0.0,2.7,-12.7,-2.1,-1.6,3.7
C/C(Cc1ccccc1)=N/NC(=O)CCCC(=O)N/N=C(/C)Cc1ccccc1,4.3,1.7,-1.2,-1.7,1.5,-5.2,1.8,-8.5

# The list continues.
SMILES,CXCR6 inh,MPTP inh,GRIN3A LBD mod,CCR6 antag,EBI2 antag,A3G deaminase,APOBEC3A inh,Gli-Sufu antag
O=C(NCCCc1ccccc1)c1ccc(-n2cncn2)c([N+](=O)[O-])c1,-3.3,0.8,1.1,7.8,-3.6,-0.9,1.7,-0.5
O=S(=O)(c1ccc(F)cc1)N1CCN(c2ccc(-c3ccccc3)nn2)CC1,-12.7,1.7,-3.7,-3.1,1.6,-0.8,1.6,2.3
C1CCC2(CC1)C1=C(CCCC1)Nc1nnnn12,-0.6,-1.6,-2.3,0.7,-0.5,0.9,-0.1,-5.0
CCCCSc1nc(C(=O)O)cc(=O)[nH]1,-14.1,4.5,-0.9,9.1,-3.9,-5.0,2.2,6.0
CN(CC(=O)Nc1c(Cl)cccc1Cl)C(=O)C1CC(=O)N(Cc2ccccc2)C1 (centres undefined),-10.2,0.5,0.3,7.5,3.4,-5.5,-3.3,5.1
O=C(c1cc(-c2ccc(Br)cc2)on1)N1CCCCCC1,2.0,1.9,1.0,12.3,-4.8,-6.9,-0.8,-149.1
COc1ccc(/C=C2\C(=O)ON=C2c2ccccc2)cc1OC,-4.9,0.6,-3.8,0.4,8.5,-0.3,-9.3,-5.2
Fc1ccc(-c2nc3ccncc3[nH]2)cc1,5.2,0.4,-3.6,-5.3,-1.1,-3.7,-1.4,-22.2
CC(=O)c1cccc(NC(=O)c2cc(-c3ccncc3)nc3ccccc23)c1,-1.5,0.7,-0.4,5.3,6.2,-9.6,6.7,-8.5
Cc1ccc(-c2ccc(SCC(=O)NC3CCCCC3)nn2)cc1,1.9,0.3,4.0,11.5,2.7,-0.5,-0.6,-33.8
N=c1n(-c2ccccc2)c(O)cc(=O)n1-c1ccccc1,2.8,1.9,-0.7,12.9,3.8,-7.3,-2.3,12.5
CC1CCN(C(=O)C2CCCN(S(C)(=O)=O)C2)CC1 (centres undefined),0.0,-1.1,0.1,1.3,-2.4,1.6,3.5,-1.5
COc1cccc(N2C(=NC(=O)COc3ccccc3)SC3CS(=O)(=O)CC32)c1 (centres undefined),-1.3,-0.7,3.7,-7.3,-10.1,-2.7,-1.6,-3.2
O=C(Nc1ccc(Cl)c(Cl)c1)Nc1ccc([N+](=O)[O-])cn1,-8.1,29.9,-14.3,-13.6,9.0,5.6,5.7,-2.6
CCc1nn(CCCC(=O)N(C)Cc2ccccc2)c(=O)c2cc3occc3n12,3.9,-1.4,-1.9,1.2,7.3,-4.1,-2.3,-1.9
C=CCN1C(=O)C(Cc2ccccc2Cl)SC1=Nc1ccc(C(=O)O)cc1 (centres undefined),2.0,0.3,-0.9,2.7,4.4,-4.3,0.6,1.9
CC1CCc2c(sc3ncnc(NCc4cccnc4)c23)C1 (centres undefined),5.6,-0.8,-4.9,12.0,4.2,-10.8,-2.0,-11.7
COc1ccc(N(CC(=O)NC2CCS(=O)(=O)C2)S(=O)(=O)c2cc(C)ccc2C)cc1 (centres undefined),6.4,-0.1,-0.6,6.9,7.3,-6.0,-4.4,8.8
Cc1ccc(C(=O)Nc2cccnc2)cc1[N+](=O)[O-],0.2,0.9,-2.8,2.5,-13.4,-6.2,-1.9,-1.7
NC(=S)N/N=C/c1cn(-c2ccccc2)nc1-c1cccnc1,1.2,1.2,-2.5,-3.4,13.3,1.2,3.9,-8.2
CCOC(=O)c1c(C)[nH]c(C(=O)OCC(O)=C(C#N)c2nc3ccccc3[nH]2)c1C,-2.8,0.5,8.1,1.8,-0.5,/,/,0.7
CCOCCSC1=C(C#N)C(c2cccs2)C(C(C)=O)=C(C)N1 (centres undefined),-1.0,-3.6,0.1,13.8,-1.2,-6.1,-3.8,-2.4
CCNC(=O)C(=O)NCC1CCCN1S(=O)(=O)c1cccs1 (centres undefined),-8.2,0.2,2.0,-2.5,-1.9,-5.7,-0.3,-3.8
O=C(CS(=O)c1ccc(C(F)(F)F)cc1[N+](=O)[O-])Oc1ccc(Cl)cc1 (centres undefined),-8.8,4.4,-2.0,5.3,10.0,-1.7,1.4,5.2
O=c1c2ccccc2nc(-c2ccc(Cl)c(Cl)c2)n1O,-4.2,1.7,-7.3,4.4,10.7,-7.6,1.5,1.7

# Next section.
SMILES,CXCR6 inh,MPTP inh,GRIN3A LBD mod,CCR6 antag,EBI2 antag,A3G deaminase,APOBEC3A inh,Gli-Sufu antag
COc1ccc(N2Cc3cccc(C(=O)O)c3C2=O)cc1,0.9,0.0,-1.2,8.3,-4.3,45.1,81.2,2.4
O=C1C(=O)N(CCN2CCOCC2)C(c2ccc(Cl)cc2)/C1=C(/O)c1ccc(S(=O)(=O)N2CCOCC2)cc1 (centres undefined),-1.1,2.4,-3.1,13.8,0.4,-1.6,1.4,37.8
O=C(NCc1ccc(Cl)cc1)C1CCC(=O)N(C2CCCCCC2)C1 (centres undefined),1.9,-1.9,10.0*,17.1,0.1,-8.8,-4.7,6.1
Cn1c(SCCOc2ccccc2Cl)nnc1-c1ccncc1,-4.9,1.8,1.0,4.6,7.2,-2.6,1.3,9.8
CC(=O)Nc1ccc(S(=O)(=O)N2CCN(CCC#N)CC2)cc1,-3.1,-2.8,-0.8,-6.7,-2.0,-10.6,-3.8,1.6
Cc1ccc2c(c1)N(CCC(=O)NC(C)C)C(=O)CO2,2.8,-1.4,3.6,11.1,-9.5,-1.0,-1.8,-3.6
O=C(c1ccco1)N1CCC(c2nc3ccccc3[nH]2)CC1,-8.4,-3.2,1.3,3.0,-1.7,-12.2,-3.9,-1.5
COc1ccc(NC(=O)Nc2cccc3ccccc23)cc1OC,2.6,0.2,-1.2,-2.2,-5.7,-4.8,1.8,-11.5
CCN(C[C@H]1N[C@@](C)(C(=O)OC)[C@H]2C(=O)N(Cc3ccccc3)C(=O)[C@@H]12)C(=O)C1CCCCC1,5.3,-1.1,0.9,8.4,-12.6,-4.2,-1.0,-29.2
N/C(=N\OC(=O)Cc1ccc(-c2ccccc2)cc1)c1ccncc1,-22.5,0.0,3.8,-14.2,14.8,1.3,0.2,-19.1
O=C(c1csc2c1CCCC2)n1cccn1,-4.2,2.0,1.1,1.3,11.7,-4.7,-2.2,-1.8
Cn1nnc(C(O)CNCc2cccs2)n1 (centres undefined),-1.7,-2.2,-2.7,11.3,-7.5,-0.3,0.5,-18.5
CC(C)(C)NC(=O)C(c1ccc(Cl)cc1)N(CCO)C(=O)c1snc(C(N)=O)c1N (centres undefined),3.3,-0.6,3.3,-3.5,-12.4,-3.5,-6.2,6.8
Cc1ccccc1NC(=O)C1c2cccc[n+]2CC(=O)N1Cc1ccc2c(c1)OCO2 (centres undefined),11.8,2.0,-0.8,-1.2,7.0,6.2,14.9,-12.2
Cc1ccc(C(=O)Nc2c(C)n(C)n(-c3ccccc3)c2=O)cc1S(=O)(=O)N1CCOCC1,3.9,2.3,-0.1,-10.8,-7.0,-3.0,2.3,-1.8
Cc1ccc(-c2cc(C(F)F)n3ncc(C(=O)N4CCN(c5ccccn5)CC4)c3n2)cc1,-1.7,1.5,-2.1,2.2,7.7,4.9,-0.2,25.2
NC(=O)C1CCN(C2=C(Cl)C(=O)c3ccccc3C2=O)CC1,29.8,10.0,-2.5,46.8,1.3,10.4,1.4,11.5

# Given with two lines to a compound: entries from further up.
# The line under a structure holds: CXCR6 inh	MPTP inh	GRIN3A LBD mod	CCR6 antag	EBI2 antag	A3G deaminase	APOBEC3A inh	Gli-Sufu antag
> CC(C)(C)NC(=O)C(c1ccc(Cl)cc1)N(CCO)C(=O)c1snc(C(N)=O)c1N (centres undefined)
→ 3.3	-0.6	3.3	-3.5	-12.4	-3.5	-6.2	6.8
> Cc1ccccc1NC(=O)C1c2cccc[n+]2CC(=O)N1Cc1ccc2c(c1)OCO2 (centres undefined)
→ 11.8	2.0	-0.8	-1.2	7.0	6.2	14.9	-12.2
